P. falciparum M1AAP: malaria alanyl aminopeptidase activity blockers – biochemical, fluorogenic H-Leu-NHMec substrate, 1536-well (AID 1445). recombinant M1AAP, H-Leu-NHMec fluorogenic kinetic assay; higher % means a stronger effect. 220,000 compounds, 0.42% hits. one-dose inhibition, % at 30 µM; IC50 in µM for titrated hits;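 active = primary inhibition above the hit cutoff, then over 50% inhibition at one or more dose response concentrations, cut at about 23% in these data, passing the limit was not always enough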;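 note: plate controls were DMSO full reaction for no effect and no enzyme background for full effect; strong numbers were not always called active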
XIAP antagonists: small molecules displacing peptide from XIAP – biochemical, IAP family, fluorescence polarization (AID 1018) | 200,000 compounds, 0.007% hits | displacement, % at 20 µM; hits with a dose series show IC50 in µM | XIAP BIR domain, fluorescence polarization peptide displacement; higher % means a stronger effect; in the data active = displacement above about 50%; note: a part of the inactive calls stands beside numbers as strong as those of hits
CSM14.1 death rescue: protection against thapsigargin-triggered cell killing – 384-well, CSM14.1, ATP luminescence, primary screen (AID 1222) | CSM14.1 thapsigargin-induced death rescue, ATP luminescence; higher % means a stronger effect | one-dose cellular ATP content (survival), % at 20 µM; EC50 in µM for titrated hits | 190,000 tested, under 10 active;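 active = EC50 below 50 µM in the dose-response confirmation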;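 note: death triggered by thapsigargin at about 15 µM added after 2 h compound pretreatment; cell ATP read after overnight thapsigargin exposure of roughly 18 to 22 hours; normalized against plate controls of thapsigargin alone and 5% DMSO vehicle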
SIAH1 antagonists: blockers of Siah-1 interaction with plectin peptide – biochemical, fluorescence polarization, rhodamine-plectin, uHTS, primary screen (AID 1817) | Siah-1 / rhodamine-plectin peptide fluorescence polarization; higher % means a stronger effect | displacement, % at 20 µM, or IC50 in µM where a hit was titrated | 290,000 compounds, 0.02% hits;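 active = displacement of at least 50% at 20 µM, with a fluorescence ratio check between 0.3 and a set limit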;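 note: plate controls were Siah plus tracer with DMSO for no effect and tracer alone without Siah for full effect; strong numbers were not always called active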
NOD2 inhibition: inhibition of NOD2-driven NF-kB reporter – cell-based, luminescence, uHTS, HEK293 (AID 1566); 290,000 compounds, 0.63% hits; inhibition, % at 4 µM, or EC50 in µM where a hit was titrated; HEK293 NOD2/NF-kB luciferase reporter, luminescence; higher % means a stronger effect; note: many of its hits are not listed in these tables
AID2073: disruptors of CaV2.2 binding to Mint1 – biochemical, HTRF (AID 2073); 290,000 compounds, 0.19% hits; inhibition, % at 20 µM; hits with a dose series show IC50 in µM; HTRF protein-protein interaction, Mint1-CaV2.2; higher % means a stronger effect; in the data active = inhibition mostly above about 51%, no sharp cut-off; note: some results filed as inactive read as strong as hits
P. falciparum M17LAP: P. falciparum M17LAP inhibitors, primary screen, biochemical, fluorogenic H-Leu-NHMec substrate, 1536-well (AID 1619) | recombinant M17LAP, H-Leu-NHMec fluorogenic kinetic assay; higher % means a stronger effect | inhibition, % at 30 µM, or IC50 in µM where a hit was titrated | 220,000 compounds, 0.38% hits;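 active = compound inhibiting the enzyme by more than half at any dose during confirmatory dose-response retesting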;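 note: plate controls were full reaction with DMSO carrier for no effect and no enzyme background for full effect; strong numbers were not always called active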
Hep lipid drop: modulators of hepatic lipid droplet formation | inhibition, % at 6.5 µM | AML12 mouse hepatocytes, oleate lipid droplets, BODIPY imaging | 240,000 compounds, 0.4% hits | AID 1656;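 active = lipid droplet intensity inhibited by at least 50%, with more than 500 cells counted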
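material = mouse AML12 hepatocyte cell line, fixed after treatment | also added = 100 µM oleic acid challenge | doses = compound at 6.5 µM only | schedule = overnight exposure | technique = Image-based BODIPY and DAPI two-channel analysis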
LYP inhibition: PTPN22 lymphoid phosphatase activity blockers – biochemical, fluorescence intensity, uHTS (AID 1779); one-dose inhibition, % at 11.5 µM; IC50 in µM for titrated hits; recombinant LYP phosphatase, fluorescence intensity; higher % means a stronger effect; 290,000 compounds, 0.054% hits;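 note: plate controls were vehicle with enzyme for no effect and no enzyme for full effect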
Hep lipid drop cells 6.5 µM: also measured in Hep lipid drop; calls as there; cell count; measured here: cell count, cytotoxicity flag;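 cells counted across two imaged fields per well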
The depositor's hits bear a star; · = not tested or not shown. Cut-off read from the data, not from the text of the source, unless noted: active = inhibition above about 50%; inactive = the rest. Not all compounds are listed; rates above refer to the full screens.

SMILES	P. falciparum M1AAP	XIAP antagonists	CSM14.1 death rescue	SIAH1 antagonists	NOD2 inhibition	AID2073	P. falciparum M17LAP	Hep lipid drop	Hep lipid drop cells 6.5 µM	LYP inhibition
Cc1cccc(CNC(=O)CCn2ccc3cc(S(=O)(=O)N4CCCC4)ccc32)c1	·	·	·	14%	18%	16%	·	-7	705	-9%
COc1cc(C(=O)OCC(=O)NCc2ccc(F)cc2)ccc1OCC(C)C	·	·	·	4%	9%	-3%	·	-11	849	-9%
Cc1ccc(C(=O)Nc2cccc([N+](=O)[O-])c2)cc1S(=O)(=O)Nc1ccc(C(=O)O)cc1	7%	-1.7%	-0.1%	7%	5%	3%	32%	2	710	-3%
Oc1ccc(N2CCN(c3ncnc4sc5c(c34)CCC5)CC2)cc1	12%	-3.9%	-1.4%	0%	22%	-10%	7%	·	·	8%
Cc1cc(N=Nc2ccc(Cl)cc2)cc(CN2CCCC2)c1O	14%	·	·	4%	13%	-10%	3%	4	729	-1%
CCOC(=O)C1(CC)NC(c2ccc(OC)cc2OC)C2C(=O)N(C)C(=O)C21 (stereo not drawn)	-2%	-4.9%	0.3%	2%	-19%	14%	-4%	1	734	2%
CCO[C@@H]1OC(C(=O)N2CCCCCCC2)=C[C@H](c2ccc3c(c2)OCO3)[C@H]1CCCO	4%	-8.2%	0.2%	2%	14%	-11%	-4%	-20	638	-5%
COc1cccc(C2NC(CCSC)(C(=O)O)C3C(=O)N(C(C)C)C(=O)C23)c1O (stereo not drawn)	2%	-0.5%	-1.0%	3%	1%	12%	14%	·	·	-5%
COc1ccccc1N=C(C)C1=C(O)CSC1=O	11%	0.5%	0.3%	7%	-6%	-22%	14%	·	·	-6%
O=[N+]([O-])c1ccc(N2CCOCC2)nc1	5%	-6.0%	-1.8%	-5%	-2%	1%	18%	·	·	-5%
Cc1ccc(C(=O)NCCCN2CCOCC2)cc1N1CCCC1=O	1%	-3.8%	-0.5%	5%	-3%	0%	-4%	·	·	-3%
CCC(NC(=O)c1cc(COc2cncc(Cl)c2)on1)c1ccc(C)cc1 (stereo not drawn)	·	·	·	2%	6%	2%	·	·	·	-2%

The last seven records of the part above open the next one:
SMILES	P. falciparum M1AAP	XIAP antagonists	CSM14.1 death rescue	SIAH1 antagonists	NOD2 inhibition	AID2073	P. falciparum M17LAP	Hep lipid drop	Hep lipid drop cells 6.5 µM	LYP inhibition
CCOC(=O)C1(CC)NC(c2ccc(OC)cc2OC)C2C(=O)N(C)C(=O)C21 (stereo not drawn)	-2%	-4.9%	0.3%	2%	-19%	14%	-4%	1	734	2%
CCO[C@@H]1OC(C(=O)N2CCCCCCC2)=C[C@H](c2ccc3c(c2)OCO3)[C@H]1CCCO	4%	-8.2%	0.2%	2%	14%	-11%	-4%	-20	638	-5%
COc1cccc(C2NC(CCSC)(C(=O)O)C3C(=O)N(C(C)C)C(=O)C23)c1O (stereo not drawn)	2%	-0.5%	-1.0%	3%	1%	12%	14%	·	·	-5%
COc1ccccc1N=C(C)C1=C(O)CSC1=O	11%	0.5%	0.3%	7%	-6%	-22%	14%	·	·	-6%
O=[N+]([O-])c1ccc(N2CCOCC2)nc1	5%	-6.0%	-1.8%	-5%	-2%	1%	18%	·	·	-5%
Cc1ccc(C(=O)NCCCN2CCOCC2)cc1N1CCCC1=O	1%	-3.8%	-0.5%	5%	-3%	0%	-4%	·	·	-3%
CCC(NC(=O)c1cc(COc2cncc(Cl)c2)on1)c1ccc(C)cc1 (stereo not drawn)	·	·	·	2%	6%	2%	·	·	·	-2%
COc1cc2c(cc1NC(=O)COc1ccccc1OC)oc1ccccc12	5%	-0.3%	-2.2%	0%	25%	32%	10%	-4	658	-3%
O=C(c1cnc2n(c1=O)CCS2)N(C1CCCCC1)C1CCCCC1	149µM*	-1.6%	·	-3%	0%	6%	11%	21	708	0%
COc1ccc(C(=O)Nc2ccc(NS(=O)(=O)c3ccccc3)cc2)cc1OC	4%	·	·	2%	2%	-6%	20%	-3	631	-1%
COc1ccc(OC)c(NC(=O)CSc2ncccc2C(=O)O)c1	1%	-6.9%	·	2%	3%	-1%	55%	14	750	2%
O=c1cc(-c2ccccc2)c2cc(Cl)c(O)c(CN3CCOCC3)c2o1	6%	·	·	-2%	19%	38%	-6%	0	715	-4%
Cc1ccccc1OCC(=O)NNC(=O)CN1C(=O)c2ccccc2C1=O	2%	-3.6%	-2.2%	7%	8%	4%	15%	-3	673	-10%
CCOC(=O)C1=C(c2ccccc2)ON(C)C1c1ccccc1 (stereo not drawn)	0%	-4.6%	1.7%	0%	7%	-3%	-8%	-1	714	-4%
Cc1sc2ncn(CC(=O)NCCCC(=O)N(C)Cc3ccccc3)c(=O)c2c1C	·	·	·	1%	10%	-5%	·	-15	609	-12%
Cc1cccc2sc(NC(=O)CN(C)S(=O)(=O)c3ccc(Br)s3)nc12	6%	-4.6%	-0.4%	-3%	-3%	5%	4%	35	774	0%
COc1ccc(-n2c(SC(CN3CCCCC3)CN3CCCC3=O)nc3ccccc3c2=O)cc1 (stereo not drawn)	3%	-10%	1.3%	-2%	3%	-14%	1%	·	·	-1%
O=C(CCl)N(c1ccc(Cl)cc1)c1c[nH]c2ccccc12	3%	-6.7%	-5.6%	-1%	-12%	2%	0%	-77	344	2%
COc1ccc(OCC(=O)NNC(=O)c2nn(C)c(=O)c3ccccc23)cc1	4%	-7.8%	-2.9%	-3%	16%	-1%	9%	-8	607	-5%
O=C(Nc1nc2ccc([N+](=O)[O-])cc2s1)c1c(F)cccc1F	5%	0.5%	-2.6%	0%	-28%	0%	-6%	-20	659	-6%
COc1cccc2c(=O)n(CC(=O)Nc3cccc(F)c3)ccc12	4%	-10%	0.5%	-4%	-6%	6%	11%	·	·	-14%
O=C(NCc1cccnc1)c1cn(-c2ccccc2)nc1-c1cccs1	12%	-5.3%	-1.3%	-5%	-12%	6%	6%	·	·	-3%
O=[N+]([O-])c1ccc(N2CCN(Cc3ccccc3)CC2)nc1	5%	-10%	-0.5%	-5%	-23%	-6%	7%	-1	727	-4%
CNC(=S)Nc1ccc(N2CCN(c3ccc(C(F)(F)F)cn3)CC2)nc1	-4%	·	·	-4%	18%	9%	-5%	0	671	-1%
O=C(NCCSC1CCCCC1)c1ccccc1	-1%	-5.6%	0.7%	1%	-30%	7%	9%	2	720	-3%
COc1ccnc2c1c(=O)n(Cc1ccccc1Cl)c(=O)n2C	·	·	·	-1%	-15%	12%	·	3	775	-11%
COc1cccc(CNC(=O)c2nnn(-c3ccc(OC(F)(F)F)cc3)c2N)c1	6%	-8.4%	-1.1%	3%	12%	-4%	-9%	·	·	-5%
CC1CC(C)(C)NC(=S)N1CC(=O)NCc1ccc(Cl)cc1 (stereo not drawn)	2%	-3.9%	-1.2%	5%	-2%	-27%	18%	11	621	-4%
CCOc1ccc(N=C2NC(=O)C(CC(=O)Nc3ccccc3)S2)cc1 (stereo not drawn)	2%	-3.2%	-1.3%	3%	12%	4%	-6%	-6	706	2%
CC(Sc1nc2ccccc2c(=O)[nH]1)C(=O)O (stereo not drawn)	4%	-2.6%	-2.2%	0%	3%	-3%	3%	32	790	-1%
COc1ccc(C(=O)NCc2ccccc2OC)cc1	-1%	-3.6%	-0.9%	1%	3%	5%	15%	-1	766	6%

A different layout for some results above.
Value order – P. falciparum M1AAP, XIAP antagonists, CSM14.1 death rescue, SIAH1 antagonists, NOD2 inhibition, AID2073, P. falciparum M17LAP, Hep lipid drop, Hep lipid drop cells 6.5 µM, LYP inhibition
COc1cccc2c(=O)n(CC(=O)Nc3cccc(F)c3)ccc12
 : 4%, -10%, 0.5%, -4%, -6%, 6%, 11%, ·, ·, -14%
O=C(NCc1cccnc1)c1cn(-c2ccccc2)nc1-c1cccs1
 : 12%, -5.3%, -1.3%, -5%, -12%, 6%, 6%, ·, ·, -3%
O=[N+]([O-])c1ccc(N2CCN(Cc3ccccc3)CC2)nc1
 : 5%, -10%, -0.5%, -5%, -23%, -6%, 7%, -1, 727, -4%
CNC(=S)Nc1ccc(N2CCN(c3ccc(C(F)(F)F)cn3)CC2)nc1
 : -4%, ·, ·, -4%, 18%, 9%, -5%, 0, 671, -1%
O=C(NCCSC1CCCCC1)c1ccccc1
 : -1%, -5.6%, 0.7%, 1%, -30%, 7%, 9%, 2, 720, -3%

Next entries:
SMILES	P. falciparum M1AAP	XIAP antagonists	CSM14.1 death rescue	SIAH1 antagonists	NOD2 inhibition	AID2073	P. falciparum M17LAP	Hep lipid drop	Hep lipid drop cells 6.5 µM	LYP inhibition
CCOc1ccc(NC(=S)N/N=C(\C)Cc2ccc(OC)cc2)cc1	-5%	1.8%	-1.4%	-5%	-31%	-18%	20%	21	575	-6%
Cc1c(/C(O)=C2/C(=O)C(=O)N(Cc3cccnc3)C2c2ccccn2)cnn1-c1ccccc1 (stereo not drawn)	7%	-4.5%	-0.7%	5%	44%	-6%	21%	0	680	-4%
Cc1ccc(-c2ocnc2C(=O)Nc2nc(C)cs2)cc1	·	·	·	-7%	3%	12%	·	-23	805	-11%
CCc1cc(Br)ccc1NC(=S)NCCc1ccccc1	·	·	·	0%	2%	5%	·	-35	726	-4%
Cc1cc2occ(CC(=O)OCC(=O)Nc3sc4c(c3C#N)CCC(C)C4)c2cc1C (stereo not drawn)	3%	-7.0%	-0.2%	2%	2%	-2%	3%	-6	676	0%
CCN1CCN(C(=S)Nc2ccccc2Cl)CC1	-2%	-4.2%	2.9%	0%	2%	-44%	6%	-3	765	0%
CC1CCCN(C(=O)Cn2c3ccccc3c3nc4n(c(=O)c32)CCS4)C1 (stereo not drawn)	·	·	·	4%	4%	11%	·	7	754	-10%
CCC(Oc1ccccc1)C(=O)Nc1nnc(S(=O)(=O)N2CCCCC2)s1 (stereo not drawn)	·	·	·	-2%	14%	12%	·	4	685	6%
Cc1cccn2cc(CNC(=O)c3ccco3)nc12	-1%	-3.1%	-0.7%	2%	-4%	0%	4%	·	·	-6%
CCN(CC)c1ccc(S(=O)(=O)N(CC)CC)cc1NC(=O)C1CCCC1	32%	-4.7%	0.1%	7%	-1%	-9%	0%	-4	686	5%
CCc1nc(C(N)=O)c2[nH]c(=O)n(-c3ccc(OC)cc3OC)c2n1	·	·	·	-2%	-9%	11%	·	6	713	-10%
O=C(Cc1c(F)cccc1Cl)Nc1nccs1	·	·	·	11%	12%	-2%	·	0	761	-10%

From PubChem BioAssay
